# aSyn rescue: inhibitors of alpha-synuclein toxicity in yeast; AID 652106; Potency, µM (titrated, usually from 46.1 µM), for the others: at the top dose growth rescue (activation), most hits filed as activators; Yeast expressing alpha-synuclein, growth rescue, BacTiter-Glo, 24 h; 0.14% of 370,000 active; note: potency is the fitted concentration of half-maximal effect; % of control where 0% means no effect; nearly all actives have a fitted effect of over 65% in size
#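 Readout is rescue of growth in alpha-synuclein-expressing yeast, so inhibitors of toxicity appear as activators. Growth after 24 hr at 30 deg C in galactose medium is quantified by luminescence.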
# FUS yeast rescue: suppressors of FUS proteinopathy in yeast. S. cerevisiae FUS-expressing, growth rescue, OD600, 24 h. Potency, µM (highest dose often 76.6 µM), for the others: top-dose growth rescue (activation), actives largely listed as activators. 0.24% of 390,000 active. AID 1347120;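 note: potency is the fitted concentration of half-maximal effect; plate controls were DMSO vehicle for no effect and reference control for full effect; nearly all actives have a fitted effect of over 55% in size; some results filed as inactive show a strong effect at the top dose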
#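 Compound concentration series was pinned onto galactose-induced FUS-expressing yeast seeded at OD 0.005. Plates sat 24hr at 30C; absorbance at 600 nm gave growth. DMSO served as background control.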
# IL2 activator: IL-2 activation. IL-2 activation reporter assay, cell-based qHTS; stimulated with anti-CD3/CD4/CD28 beads; in transgenic mouse T cells. activation, % (series mostly up to about 46 µM). 0.065% of 360,000 active. AID 652025; in the data active = activation above about 50%; inconclusive = mostly about 30% to 49%; note: 0% is about no effect
#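 EGFP and DsRed fluorescence is measured by plate cytometry in unstimulated transgenic mouse T cells exposed to compound for 60 minutes, then stimulated 18 hours at 37 degrees C with anti-CD3/anti-CD4 beads plus anti-CD28.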
# Abeta rescue: A-beta toxicity reversal in yeast. yeast expressing A-beta42, growth rescue, OD600, 48 h; response scale: 0% DMSO, 100% iron-clioquinol control. Potency, µM (doses to about 46.1 µM), without a hit: top-dose growth rescue, hits mostly activators. 0.063% of 410,000 active. AID 1347071; note: potency is the fitted concentration of half-maximal effect; nearly all actives have a fitted effect of over 55% in size
#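 Yeast A-beta toxicity model in growth medium with pinned compounds, 48 h at 30 C; growth read as absorbance at 600 nm. Normalized to FeCl3/clioquinol equimolar mix (positive) and DMSO (negative).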
# EPAC1 antag: blocks human EPAC1 exchange factor | O95398 | EPAC1 GEF assay, Rap1b-BODIPY-GDP exchange fluorescence | Potency, µM (titrated, usually from 115 µM), for the others: at the top dose activity change, negative = inhibition, hits mostly inhibitors | 0.14% of 360,000 active;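 note: potency is the fitted concentration of half-maximal effect; plate controls were vehicle for no effect and positive control for full effect; nearly all actives have a fitted effect of over 50% in size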
# EPAC1 ag: agonists of human EPAC1; O95398; EPAC1 agonist qHTS, biochemical assay; response scale: 100% = response to 6.5 mM cAMP; Potency, µM (top dose mostly 154 µM), without a hit: at the top dose activation, most hits filed as activators; 0.073% of 360,000 active; note: potency is the fitted concentration of half-maximal effect; nearly all actives have a fitted effect of over 60% in size
#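 Read-out is the fluorescence drop as BODIPY-GDP leaves Rap1B (480 nm excitation, 540 nm emission), recorded every 5 minutes over 30 minutes. Reactions held 100 nM EPAC1, 250 nM Rap1B–BODIPY-GDP and 50 uM GDP, with 6.5 mM cAMP setting full activation.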
# PI5P4K alpha inh: PI5P4K alpha (human) kinase inhibition. P48426. PI5P4Kalpha enzyme, ADP-Glo luminescence, 60 min; hits give low values. max response, %. 1.2% of 330,000 active. AID 652105; active = max response of -50% or lower; inconclusive = between -30% and -50%; inactive = -30% or higher; note: value at the top dose of about 77 µM; % is set by controls: 0 for no effect and ±100 for the full control effect
# Target sequence (P48426 whole entry, looked up): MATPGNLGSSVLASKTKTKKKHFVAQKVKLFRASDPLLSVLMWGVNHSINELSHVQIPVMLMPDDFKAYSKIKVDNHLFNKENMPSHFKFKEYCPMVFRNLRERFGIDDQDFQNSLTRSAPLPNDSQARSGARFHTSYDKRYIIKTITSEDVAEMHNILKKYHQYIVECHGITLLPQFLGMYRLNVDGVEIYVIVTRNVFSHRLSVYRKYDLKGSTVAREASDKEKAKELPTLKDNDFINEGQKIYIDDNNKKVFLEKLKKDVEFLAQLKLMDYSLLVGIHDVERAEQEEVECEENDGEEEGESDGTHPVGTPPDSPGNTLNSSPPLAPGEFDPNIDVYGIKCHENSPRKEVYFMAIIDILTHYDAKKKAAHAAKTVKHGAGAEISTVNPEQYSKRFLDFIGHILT
#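 qHTS, 1536-well: enzyme/substrate mix, compound by pin tool, 5 microM ATP final; RT 60 min; ADP-Glo reagents 1 (45 min) then 2 (30 min); luminescence.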
# PLK1 PBD block: inhibitors of human PLK1 polo-box domain binding. P53350. AID 720504. 2.8% of 360,000 active. Potency, µM, without a hit: max response, negative = inhibition, most hits filed as inhibitors. Plk1 PBD binding of FITC phosphopeptide, fluorescence polarization; note: potency is the fitted concentration of half-maximal effect; series mostly up to about 57 µM; % is set by controls: 0 for no effect and ±100 for the full control effect; nearly all actives have a fitted effect of over 65% in size
# Target sequence (P53350 whole entry, looked up, the tested form may be a part): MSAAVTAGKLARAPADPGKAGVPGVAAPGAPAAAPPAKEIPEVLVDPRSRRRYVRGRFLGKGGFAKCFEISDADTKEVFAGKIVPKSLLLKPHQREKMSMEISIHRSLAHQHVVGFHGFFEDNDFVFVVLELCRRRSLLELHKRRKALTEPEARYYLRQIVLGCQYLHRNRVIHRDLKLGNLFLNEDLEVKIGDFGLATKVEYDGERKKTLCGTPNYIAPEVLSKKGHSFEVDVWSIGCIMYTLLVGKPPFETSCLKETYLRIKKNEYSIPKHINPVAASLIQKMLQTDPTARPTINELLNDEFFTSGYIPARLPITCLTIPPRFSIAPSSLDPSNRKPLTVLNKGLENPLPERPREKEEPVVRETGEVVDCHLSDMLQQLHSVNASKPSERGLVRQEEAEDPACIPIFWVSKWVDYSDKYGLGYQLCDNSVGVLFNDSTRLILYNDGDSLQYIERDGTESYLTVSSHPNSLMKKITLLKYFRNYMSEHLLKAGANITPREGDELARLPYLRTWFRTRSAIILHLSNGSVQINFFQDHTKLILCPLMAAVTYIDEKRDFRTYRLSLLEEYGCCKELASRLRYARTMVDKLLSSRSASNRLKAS
# WRN helicase inh: blocks human WRN helicase; WRN helicase unwinding, fluorescent forked duplex, kinetic; Potency, µM (titrated, usually from 114 µM), without a hit: top-dose activity change, negative = inhibition, actives largely listed as inhibitors; 0.46% of 360,000 active; AID 651768; note: potency is the fitted concentration of half-maximal effect; % is set by controls: 0 for no effect and ±100 for the full control effect; nearly all actives have a fitted effect of over 55% in size
#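 WRN at 20 nM final was preincubated with compound for 15 min at room temperature; reaction started with 100 nM forked duplex oligonucleotide carrying fluorophore and quencher plus 2 mM ATP (final). Unwinding followed kinetically by red fluorescence (ex 525/em 598 nm).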
# Active calls of the source: *; ? = inconclusive; . = not tested or not shown; [ ] = remark or other dose. Unless noted, calls come from the whole dose curve; as a rule, active = well fitted curve in the direction sought with a large enough effect; inconclusive = small, poorly fitted or top-dose-only effect, or another doubt; inactive = no such curve, though single readings can be large; an effect the other way counts as inactive or inconclusive.
SMILES,aSyn rescue,FUS yeast rescue,IL2 activator,Abeta rescue,EPAC1 antag,EPAC1 ag,PI5P4K alpha inh,PLK1 PBD block,WRN helicase inh
CCCOc1ccccc1C(=O)N(Cc1ccco1)C1CCS(=O)(=O)C1 (configuration not stated),-14%,-10%,-3.2,-15%,14%,1%,-22,30µM*,10%
Cc1cccc(-c2c3c(=O)n(C)c(=O)n(C)c3c3cccnn23)c1,0%,-15%,19,-3%,-2%,-2%,-4,-17%,-3%
Cc1ccc2c(c1)N(C(=O)CCC(=O)N1CCCCC1)CCO2,2%,-11%,-3.3,-11%,-24%,-3%,4,1%,8%
CCO/C=C1/C(=O)N(C)C(=O)c2cc(OC)ccc21,2%,-5%,1.1,10%,-15%,5%,-8,?,-18%
O=C(CSc1nncn1-c1ccccc1)Nc1ccccc1,1%,6%,0.9,-23%,11%,2%,-3,-6%,-30%
CCOC(=O)N1CCN(Cc2nc3cc(NC(C)=O)ccc3n2C)CC1,1%,11%,-2.2,-11%,2%,5%,1,-6%,5%
FC(F)(F)c1cc(-c2ccccc2)nc(N2CCOCC2)n1,-1%,0%,-2.5,-12%,-19%,14%,-1,-7%,1%
COc1cccc2cc(C(=O)C3=C(O)C(=O)N(CCN(C)C)C3c3ccc(F)cc3)oc12 (configuration not stated),-1%,20%,-1.0,-6%,4%,-6%,.,-3%,-1%[57.1 µM]
CC(c1ccco1)N(C(=O)c1ccccc1NS(=O)(=O)c1cccc([N+](=O)[O-])c1)c1ccccn1 (configuration not stated),2%,13%,-1.6,10%,-9%,-10%,1,-9%,-5%
CN1CCN(C2=C(NS(=O)(=O)c3cccs3)C(=O)c3ccccc3C2=O)CC1,-2%,-2%,4.9,8%,-20%,14%,5,-12%,-9%
COc1ccc([C@H]2N[C@]3(CCCN(Cc4cccn4C)C3=O)[C@H]3C(=O)N(C)C(=O)[C@@H]23)cc1,-4%,?,3.1,-6%,-2%,-11%,?,-14%,0%
COc1ccc(C(=O)CN2CCN(c3ccc(F)cc3)CC2)cc1OC,4%,.,-4.3,5%,4%,4%,-7,-4%,8%
CC(C)c1nnc(NC(=O)CSc2nnc(-c3ccco3)o2)s1,1%,-1%,-1.4,-5%,3%,2%,-10,2%,2%
COc1cccc(OC)c1C(=O)NC(=S)Nc1cc(-c2nc3ccccc3[nH]2)ccc1Cl,-26%,.,-0.6,2%,-4%,-5%,-25,9.5µM*,-16%
Cc1cc(-c2ccccc2)nc(SC(C(=O)O)c2ccccc2)n1 (configuration not stated),2%,-19%,-0.3,2%,3%,2%,1,2%,-3%
C[C@@H]1CN([C@H](C)CO)C(=O)c2cc(C#CC(C)(C)O)cnc2O[C@@H]1CN(C)C(=O)C1CC1,-4%,5%,0.2,2%,7%,-1%,-4,0%,2%
C=CCn1c(SCC(=O)Nc2ccccc2CC)nnc1-c1ccncc1,-12%,3%,-3.9,-2%,23%,-1%,.,-7%,6%
S=C(Nc1ccccc1)N(CCN1CCOCC1)Cc1cccc(Cl)c1,0%,-2%,-2.0,-2%,-9%,16%,4,-6%,1%
CC(=O)c1ccc(NC(=O)C(C)OC(=O)c2ccc3c(c2)nc(C)n3-c2ccccc2)cc1 (configuration not stated),5%,.,0.9,9%,6%,15%,8,2%,-6%
O=C(CSc1ccc(C(F)(F)F)cc1[N+](=O)[O-])N1CCOCC1,-3%,11%,1.1,6%,-6%,-1%,-6,-30%,-32%

# Sorted by SMILES length (ascending): some entries from above.
SMILES,aSyn rescue,FUS yeast rescue,IL2 activator,Abeta rescue,EPAC1 antag,EPAC1 ag,PI5P4K alpha inh,PLK1 PBD block,WRN helicase inh
FC(F)(F)c1cc(-c2ccccc2)nc(N2CCOCC2)n1,-1%,0%,-2.5,-12%,-19%,14%,-1,-7%,1%
Cc1ccc2c(c1)N(C(=O)CCC(=O)N1CCCCC1)CCO2,2%,-11%,-3.3,-11%,-24%,-3%,4,1%,8%
Cc1cc(-c2ccccc2)nc(SC(C(=O)O)c2ccccc2)n1 (configuration not stated),2%,-19%,-0.3,2%,3%,2%,1,2%,-3%
COc1ccc(C(=O)CN2CCN(c3ccc(F)cc3)CC2)cc1OC,4%,.,-4.3,5%,4%,4%,-7,-4%,8%
CCOC(=O)N1CCN(Cc2nc3cc(NC(C)=O)ccc3n2C)CC1,1%,11%,-2.2,-11%,2%,5%,1,-6%,5%
CCCOc1ccccc1C(=O)N(Cc1ccco1)C1CCS(=O)(=O)C1 (configuration not stated),-14%,-10%,-3.2,-15%,14%,1%,-22,30µM*,10%
O=C(CSc1ccc(C(F)(F)F)cc1[N+](=O)[O-])N1CCOCC1,-3%,11%,1.1,6%,-6%,-1%,-6,-30%,-32%
CC(=O)c1ccc(NC(=O)C(C)OC(=O)c2ccc3c(c2)nc(C)n3-c2ccccc2)cc1 (configuration not stated),5%,.,0.9,9%,6%,15%,8,2%,-6%
CC(c1ccco1)N(C(=O)c1ccccc1NS(=O)(=O)c1cccc([N+](=O)[O-])c1)c1ccccn1 (configuration not stated),2%,13%,-1.6,10%,-9%,-10%,1,-9%,-5%

# Further results follow.
SMILES,aSyn rescue,FUS yeast rescue,IL2 activator,Abeta rescue,EPAC1 antag,EPAC1 ag,PI5P4K alpha inh,PLK1 PBD block,WRN helicase inh
O=[N+]([O-])c1ccc2nc(NCCCO)nc(-c3ccccc3)c2c1,-3%,.,-0.4,-13%,2%,-7%,-11,21µM*,-28%
O=C(Nc1cccc([N+](=O)[O-])c1)C12CC3CC(C1)CC(n1cnc([N+](=O)[O-])n1)(C3)C2,8%,5%,1.1,-2%,-1%,-3%,-3,1%,-19%
O=S(=O)(NCC(c1cccnc1)N1CCN(c2ccc(F)cc2)CC1)c1ccc(F)cc1 (configuration not stated),3%,4%,-3.0,10%,3%,-1%,-3,-4%,-12%
Cc1ccc(N/N=C2\CS(=O)(=O)N(C)c3ccsc32)cc1,1%,27%,-0.8,-6%,-25%,3%,0,-18%,?
O=C1c2ccccc2CN2C(=O)c3ccccc3CN12,-2%,.,-2.7,-10%,18%,3%,-4,0%,-30%
CCOC(=O)CN1CC23C=CC(O2)C(C(=O)Nc2ccc4c(c2)OCO4)C3C1=O (configuration not stated),6%,17%,1.9,6%,5%,-1%,-3,9%,0%
O=C(COc1ccccc1)Nc1nnc(S(=O)(=O)N2CCCCC2)s1,0%,-3%,-0.7,3%,-8%,-4%,-29,-4%,-6%
COCCNC(=S)N1CCC(NC(=O)c2ccco2)CC1,-2%,11%,0.1,-15%,-7%,8%,6,-11%,-8%
CC(C)c1cc(=O)n2[nH]c(SCc3ccccc3)nc2n1,-8%,2%,-0.1,0%,-3%,12%,-1,-8%,5%
NC1=NS(=O)(=O)NC1c1ccc(F)cc1 (configuration not stated),0%,-17%,0.8,1%,-9%,-1%,0,-2%,-1%
COc1ccc(C(c2c(O)ccc3ccccc23)N2CCOCC2)c(OC)c1 (configuration not stated),-67%[inhibitor],.,0.1,-93%[inhibitor],2%,18%,-2,?,-16%
CCOCC(=O)Nc1nnc(C)s1,-5%,3%,4.9,-11%,10%,-2%,.,-25%,-8%
O=C(COC(=O)Cc1cccc(F)c1)NC(=O)NC1CCCCC1,1%,17%,1.1,20%,-24%,-3%,5,-6%,-11%
CNc1nn(-c2cccc(Cl)c2)nc1N,-30%,-2%,-2.2,-10%,-7%,-7%,2,-17%,-17%
COc1ccc(NC(=O)c2ccc(COc3ccccc3)o2)c(OC)c1,-5%,22%,0.3,9%,?,-9%,4,-6%,-2%
COc1cc([N+](=O)[O-])ccc1NC(=O)CSc1nnc(C)c(C)n1,0%,?,-2.3,4%,5%,-6%,-9,-5%,5%
Cc1c(C(=O)O)sc(S(=O)(=O)N2CCN(C(=O)Cc3ccc(Cl)cc3)CC2)c1C(=O)O,-1%,.,-2.5,15%,13%,-5%,-5,1%,1%
Cc1ccc(S(=O)(=O)N2CCC(=O)N([C@H](COCc3ccccc3)Cc3ccccc3)CC2)cc1,1%,1%,1.2,-10%,-27%,-3%,1,-15%,6%
O=C(NNC(=S)NCc1ccccc1)c1cccc([N+](=O)[O-])c1,1%,19%,-0.1,-16%,-10%,1%,9,-17%,3%
CN(C(=O)c1cccc(Nc2ccc(-c3ccc4c(c3)OCCO4)nn2)c1)C1CCCCC1,16%,25µM*,-0.5,16%,?,3%,-20,-2%,-13%
Cc1ccccc1C(=O)Nc1nnc(SCC(=O)NC2CC2)s1,-9%,-2%,-1.9,2%,-26%,-15%,-1,-4%,14%
Cc1onc(-c2ccccc2)c1C(=O)c1ccccc1,4%,-9%,-0.5,-1%,-2%,-4%,1,1%,-5%
N=c1n(Cc2ccccc2)c2ccccc2n1CC(O)c1ccccc1 (configuration not stated),2%,7%,-2.4,32%,-8%,0%,.,-3%,1%
CS(=O)(=O)N(CC(=O)NC1CCCC1)c1ccc2c(c1)OCCO2,1%,-4%,-0.9,2%,8%,3%,.,-8%,5%
CC(=O)CS(=O)(=O)c1ccc(Oc2ccc(S(=O)(=O)CC(C)=O)cc2)cc1,-6%,22%,-0.5,-5%,3%,13%,-28,-5%,-18%
CC(C)c1ccc(CNC(=O)C2CC(=O)N(C3CCCCC3)C2)cc1 (configuration not stated),-2%,.,-2.3,21%,3%,6%,9,-3%,-33%
O=C(Nc1nc(-c2ccncc2)cs1)c1ccc(S(=O)(=O)N2CCOCC2)cc1,-11%,19%,4.1,12%,9%,-3%,.,-1%,-9%
O=C(NC1CCCC1)c1sc(=S)n2c1[nH]c(=O)c1ccccc12,-17%,?,-2.2,-17%,-9%,-2%,.,?,-30%
